Screens deposited in PubChem BioAssay by several laboratories.
TROY signal inh: TROY signaling inhibition; Q293 LMP1-TROYcd NF-kB luciferase reporter, 4 h; inhibition, % at 10 µM; 0.98% of 360,000 active; AID 1347056;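 active = compounds whose plate-normalised and pattern-corrected inhibition of the luciferase reporter signal at the single screening dose is 50% or more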
LMP1 NFkB inh: reduces LMP1-driven NF-kappaB luciferase signal | 0.69% of 350,000 active | LMP1-induced NF-kappaB luciferase reporter cells, luminescence | inhibition, % at 12.5 µM | AID 504558; in the data active = inhibition above about 41%;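 note: 0% = neutral control wells and 100% = reference inhibitor control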
TRAIL sens C8: caspase-8 TRAIL sensitization. inhibition (viability loss, TRAIL sensitization), % at 10 µM. AID 624354. 1% of 360,000 active. NB7+C8 cells + TRAIL, ATPlite viability luminescence;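 active = compounds causing at least 50% loss of cell viability in the single-dose screen, relative to plate controls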
TWEAK Fn14 block: TWEAK-Fn14 signaling inhibition | TWEAK-stimulated Fn14 reporter cells, luciferase luminescence, 8 h | AID 1159606 | inhibition, % at 10 µM | 2% of 360,000 active; in the data active = inhibition above about 50%
CF NFkB block: inhibitors of cystic fibrosis induced NF-kB; KKLEB NF-kB-GFP reporter, PAF-induced, GFP fluorescence overnight; inhibition, % at 5 µM; 0.86% of 360,000 active; AID 588850;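 active = at least 50% inhibition at 5 µM, scaled per plate between neutral and stimulator controls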;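 note: PAF is a Pseudomonas aeruginosa culture filtrate used as stimulus; plate controls were PAF-stimulated DMSO wells for no effect and unstimulated DMSO wells for full effect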
COUP-TFII inh: inhibitors of human COUP-TFII (NR2F2); inhibition, % at 8.6 µM; 0.7% of 370,000 active; AID 686940; HEK293T NGFI-A luciferase reporter, luminescence;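 active = inhibition above a per-plate cutoff, mean inhibition of test wells between control levels plus 3 SD, cut at about 38% in these data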;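 note: cells cotransfected with COUP-TFII expression vector driving the NGFI-A reporter; 0% = median of COUP-TF2 test wells and 100% = reporter-only cells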
SRC1 inh: human NCOA1 inhibition; HEK293 GAL4-SRC1 luciferase reporter, luminescence; 0.12% of 360,000 active; inhibition, % at 3.6 µM; Q15788;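 active = inhibition above the campaign mean plus 3 SD, with each screening campaign given its own cutoff, cut at about 60% in these data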;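 note: 0% = DMSO treated cells and 100% = gossypol at 36 µM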
SRC3 inh: human NCOA3 inhibition; inhibition, % at 3.6 µM; 0.17% of 360,000 active; HEK293 GAL4-SRC3 luciferase reporter, luminescence; Q9Y6Q9;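 active = inhibition above a per-campaign cutoff, the mean of all compounds plus 3 SD, cut at about 60% in these data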;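 note: 0% = DMSO-treated cells and 100% = gossypol-treated cells at 36 µM; higher means less SRC3-driven luciferase light from the GAL4 reporter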
LRH-1 inv ag: inverse agonists of human LRH-1 (NR5A2); HEK293T StAR-luciferase reporter, LRH-1 transfected, 24 h; inhibition, % at 3.6 µM; 0.13% of 360,000 active; AID 602396;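 active = inhibition above the mean inhibition of all tested compounds plus 3 SD, cut at about 73% in these data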;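 note: 0% = DMSO wells and 100% = reporter-only cells lacking LRH-1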
KKLEB tox: reduces viability of KKLEB cystic fibrosis airway cells; AID 602141; 0.36% of 360,000 active; activity change (cytotoxicity), % at 5 µM; KKLEB CF airway cells viability, ATPlite luminescence, overnight; active compounds read low; cells stimulated with P. aeruginosa culture filtrate;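 active = corrected activity change at or below -50% at 5 µM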
NCOA2 inhibitor: human SRC2 (NCOA2) inhibition. Q15596. HEK293 GAL4-SRC2 luciferase reporter, luminescence. inhibition, % at 9 µM. 0.17% of 370,000 active;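 active = inhibition above the mean inhibition of all tested compounds plus 3 SD, set per campaign, cut at about 52% in these data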;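 note: 0% = DMSO treated cells and 100% = cells given Gossypol at 36 µM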
Numbers without * were called inactive; nt = not tested or not shown.

SMILES	TROY signal inh	LMP1 NFkB inh	TRAIL sens C8	TWEAK Fn14 block	CF NFkB block	COUP-TFII inh	SRC1 inh	SRC3 inh	LRH-1 inv ag	KKLEB tox	NCOA2 inhibitor
COC(=O)c1nc(NC(=O)c2ccccc2Cl)n[nH]1	16	2	3	13	35	-4	-5	19	-14	-6	26
CCNC(=O)C1CCCN(C(=O)c2cnc3ccccc3n2)CC1 (stereo not drawn)	-8	nt	-6	6	-19	13	5	-17	-8	6	-37
CS(=O)(=O)Nc1ccc(C(=O)N2CCN(c3ccccc3)CC2)cc1	11	0	6	0	5	1	-1	-3	-11	15	-19
CC1(C)CC(=O)C2=C(C1)OC(N)=C(C#N)[C@@]21C(=O)N(CC(N)=O)c2ccccc21	-6	-3	-5	-9	-4	-18	2	13	13	10	0
O=S(=O)(NCc1ccccc1)c1ccc(-n2cccn2)cc1	13	-1	7	-4	-5	4	1	-2	16	0	9
COCCn1c(=S)[nH]c2cc(C(=O)NC3CCCCC3C)ccc2c1=O (stereo not drawn)	8	0	15	28	2	11	5	-6	26	-1	-14
Cc1cc(C(=O)O)ccc1-c1ccc(CO)o1	-22	-2	5	-9	9	14	-15	-24	-21	3	-18
C=CCn1c(SCC(=O)Nc2nc3ccccc3s2)nc(O)c(CC)c1=O	28	5	3	-16	-5	9	-19	-9	-1	-5	-21
CC1CCCC(NC(=O)COC(=O)[C@@H](NC(=O)c2ccco2)C(C)C)C1C (stereo partly drawn)	22	-4	-5	5	2	14	0	17	6	5	20
CN(CC(=O)NCC1CCCCC1)S(=O)(=O)c1ccc(F)cc1	3	-5	-21	3	-10	10	0	-23	6	3	-37
CCN(CC)S(=O)(=O)c1cccc(C(=O)NC(C(=O)NNC(=O)c2ccccc2F)C(C)C)c1 (stereo not drawn)	-14	4	-10	-8	-3	8	-12	1	1	-14	28
COC(=O)[C@@H]1C[C@H]1[C@@H](NS(=O)(=O)c1ccccc1)c1ccccc1	5	6	-4	2	11	-4	9	11	4	-20	6
Cc1ccc(-n2cc[nH]c2=S)cc1C	13	1	-1	-12	-4	-2	1	-8	5	9	-4
O=C(Nc1cc2c(ccc3ccccc32)oc1=O)C1CCCCC1	-6	-3	10	-10	9	-2	-6	-1	8	0	6
CC(=O)c1ccc(NC(=O)C(C)N(C)CC(=O)Nc2ccc(N3CCOCC3)cc2)cc1 (stereo not drawn)	1	-16	-3	6	-20	6	-3	18	1	-4	-12
CCc1cccc(NC(=O)c2snc3c(=O)[nH]cnc23)c1	-27	6	-22	-7	5	-3	-13	17	-1	-8	-4
COc1ccc2[nH]c3c(=O)n(N)c(=O)[nH]c3c2c1	-30	2	-4	2	-6	9	6	4	-18	4	17
O=C(Nc1nnc(SCc2ccc(F)cc2)s1)c1ccco1	-49	9	12	-21	-1	-13	4	-2	-6	2	-12
Cc1c(C(=O)NC2=NCCS2)cccc1[N+](=O)[O-]	19	-8	34	-13	-12	-8	-17	-17	-17	10	-9
COc1ccc(Cc2nnc(N)s2)cc1	-1	-5	2	-3	-10	-2	-11	10	2	3	-7

A draw from above in order of heavy-atom count, high to low:
SMILES	TROY signal inh	LMP1 NFkB inh	TRAIL sens C8	TWEAK Fn14 block	CF NFkB block	COUP-TFII inh	SRC1 inh	SRC3 inh	LRH-1 inv ag	KKLEB tox	NCOA2 inhibitor
CCN(CC)S(=O)(=O)c1cccc(C(=O)NC(C(=O)NNC(=O)c2ccccc2F)C(C)C)c1 (stereo not drawn)	-14	4	-10	-8	-3	8	-12	1	1	-14	28
CC(=O)c1ccc(NC(=O)C(C)N(C)CC(=O)Nc2ccc(N3CCOCC3)cc2)cc1 (stereo not drawn)	1	-16	-3	6	-20	6	-3	18	1	-4	-12
C=CCn1c(SCC(=O)Nc2nc3ccccc3s2)nc(O)c(CC)c1=O	28	5	3	-16	-5	9	-19	-9	-1	-5	-21
COCCn1c(=S)[nH]c2cc(C(=O)NC3CCCCC3C)ccc2c1=O (stereo not drawn)	8	0	15	28	2	11	5	-6	26	-1	-14
CCNC(=O)C1CCCN(C(=O)c2cnc3ccccc3n2)CC1 (stereo not drawn)	-8	nt	-6	6	-19	13	5	-17	-8	6	-37
CN(CC(=O)NCC1CCCCC1)S(=O)(=O)c1ccc(F)cc1	3	-5	-21	3	-10	10	0	-23	6	3	-37
O=S(=O)(NCc1ccccc1)c1ccc(-n2cccn2)cc1	13	-1	7	-4	-5	4	1	-2	16	0	9
CCc1cccc(NC(=O)c2snc3c(=O)[nH]cnc23)c1	-27	6	-22	-7	5	-3	-13	17	-1	-8	-4
COC(=O)c1nc(NC(=O)c2ccccc2Cl)n[nH]1	16	2	3	13	35	-4	-5	19	-14	-6	26
COc1ccc2[nH]c3c(=O)n(N)c(=O)[nH]c3c2c1	-30	2	-4	2	-6	9	6	4	-18	4	17
Cc1cc(C(=O)O)ccc1-c1ccc(CO)o1	-22	-2	5	-9	9	14	-15	-24	-21	3	-18
Cc1ccc(-n2cc[nH]c2=S)cc1C	13	1	-1	-12	-4	-2	1	-8	5	9	-4

Additional structures:
SMILES	TROY signal inh	LMP1 NFkB inh	TRAIL sens C8	TWEAK Fn14 block	CF NFkB block	COUP-TFII inh	SRC1 inh	SRC3 inh	LRH-1 inv ag	KKLEB tox	NCOA2 inhibitor
CNCCOCC(O)CSc1ccccc1 (stereo not drawn)	9	0	-5	-2	-3	1	-4	12	8	2	-14
CCOc1ccc(OC(=O)c2ccc3c(=O)n4c(nc3c2)CCC4)cc1	-42	1	20	-3	-2	nt	-1	4	3	6	nt
O=C(CCCC1=NS(=O)(=O)c2ccccc2N1)NCCc1ccc(Cl)cc1	8	-3	3	3	-2	-10	-45	-4	15	0	-17
Cc1cc(NC(=O)COc2cccnc2[N+](=O)[O-])no1	-5	-5	-3	0	16	-15	-17	-3	-11	-4	-14
COc1ccc(N(CC(=O)Nc2ccccc2C)S(=O)(=O)c2ccccc2[N+](=O)[O-])c(OC)c1	11	11	1	-4	10	-2	21	10	2	-5	-34
CC[n+]1c(C)cc(C)n1-c1ccccc1	15	-3	7	-8	-12	-12	-27	20	-7	10	-11
CC(=O)Nc1c(-c2ccc3ccccc3c2)nc2ccccn12	-30	-20	37	8	-34	-82	-71	-94	-45	11	-37
COc1ccc2nc(C)cc(SCC(=O)NNC(=O)COc3ccccc3)c2c1	9	3	5	19	6	13	-3	-9	14	-9	-7
Cc1ccc(-c2csc(NC(=O)c3cccc(C)c3)c2C(=O)O)cc1	10	8	16	41	-14	-26	0	35	9	11	-30
CN(C(=O)COC(=O)c1ccc2c(=O)n3c(nc2c1)CCC3)c1ccccc1	2	5	-2	4	7	3	-8	12	-7	-9	-22
COC(=O)c1ccsc1NC(=O)c1ccccc1	-13	12	-1	-2	-22	13	-9	5	9	11	2
COc1ccc(C(=O)NCc2ccncc2)cc1S(=O)(=O)NCc1ccc(Cl)cc1	3	-1	1	-3	1	1	-12	18	-2	6	14
O=C(c1ccco1)N1CCN(Cc2nnnn2C2CCCCC2)CC1	-3	-4	-5	24	2	6	-7	2	-10	10	4
CC(=O)Nc1cccc(C(=O)OC(C)C(=O)NC(=O)NC2CCCCC2)c1 (stereo not drawn)	-25	-2	-26	-6	-6	-11	-2	-7	-9	9	-8
O=C(Nc1ccc(C(=O)N2CCCCC2)cc1)c1cccs1	-25	-4	18	7	5	-3	-66	-16	-42	-3	1
CCOc1cc(CO)cc(Br)c1OCC(N)=O	-7	10	-3	-4	0	-3	-8	-9	-1	19	-44
CCN(C(=O)CSc1nnc(-c2cccc(F)c2)n1N)c1c(N)n(Cc2ccccc2)c(=O)[nH]c1=O	0	-1	-15	-2	15	0	-20	1	21	8	-2
CCOC(=O)NC(=S)Nc1ccc(C(C)(C)C)cc1Br	-41	-5	6	-21	1	-8	-19	5	2	6	-4
CN1CCc2c(sc(N)c2C(N)=O)C1	-17	6	-8	0	1	-12	0	6	-5	13	16
Cc1ccc(N2C(=O)C(O)(C(F)(F)F)C3=C2CC(C)(C)CC3=O)cc1C (stereo not drawn)	5	2	-11	-2	-8	nt	7	5	-6	2	nt

A different layout for some results above.
Second line of a record: TROY signal inh, LMP1 NFkB inh, TRAIL sens C8, TWEAK Fn14 block, CF NFkB block, COUP-TFII inh, SRC1 inh, SRC3 inh, LRH-1 inv ag, KKLEB tox, NCOA2 inhibitor
> CN1CCc2c(sc(N)c2C(N)=O)C1
→ -17, 6, -8, 0, 1, -12, 0, 6, -5, 13, 16
> Cc1ccc(N2C(=O)C(O)(C(F)(F)F)C3=C2CC(C)(C)CC3=O)cc1C (stereo not drawn)
→ 5, 2, -11, -2, -8, nt, 7, 5, -6, 2, nt

The list continues:
SMILES	TROY signal inh	LMP1 NFkB inh	TRAIL sens C8	TWEAK Fn14 block	CF NFkB block	COUP-TFII inh	SRC1 inh	SRC3 inh	LRH-1 inv ag	KKLEB tox	NCOA2 inhibitor
CCN(CC)S(=O)(=O)c1csc(C(=O)Nc2ccccn2)c1	-15	9	-2	1	5	-7	-18	-42	-26	-4	-1
Cc1ccccc1OCCCN1C(=O)C(=O)c2cccc(C)c21	-26	-2	-1	-48	1	-17	-4	-14	-64	-1	-32
CC1(C)CC(=O)C2=C(C1)OC(N)=C(C#N)C21CCC2(CC1)OCCO2	-2	-6	-14	-1	-2	15	-33	12	-15	-6	-10
CC(=O)OC1CSc2nc3ccccc3n2C1 (stereo not drawn)	9	2	15	-4	23	-7	2	2	16	0	4
Nc1nc(N)nc(-c2ccc(Oc3ccccc3)cc2)n1	-10	3	9	-43	11	8	-12	-6	-6	-12	9
CC(C)c1ccc(OCc2ccc(C(=O)N3CCCC3)o2)cc1	10	-14	8	-16	-14	2	-77	-65	-90	-30	-11
Cc1ccc(NC(=O)CSCC(=O)NC2(C)CCS(=O)(=O)C2)cc1 (stereo not drawn)	-3	-1	16	4	-15	6	-10	10	6	-21	17
COc1ccc(C(=O)C(C)OC(=O)CNC(=O)c2ccco2)cc1 (stereo not drawn)	0	-5	15	23	9	22	-7	10	7	-2	-5
CC(=O)Cn1nnc(-c2ccc(C(F)(F)F)cc2)n1	-43	-3	-20	-14	-1	-6	-16	-22	-22	1	-14
O=C(CCc1ccccc1)NCCc1ccc(F)cc1	-2	0	9	-6	-4	19	3	-19	-12	8	-2
CC(=O)c1cccc(CN(C)CC2CCCN(CCc3ccccc3C)C2)c1 (stereo not drawn)	5	5	1	-9	-11	10	-1	-3	-4	-12	-2
Cc1ccc(C)c(OCCn2cc(C(=O)O)c3ccccc32)c1	7	-3	-19	16	-2	8	-5	-7	14	-3	-1
Cc1cccc(C)c1NC1=NC(=S)N(c2ccc(N(C)C)cc2)C1(C)C	-35	3	-9	0	3	7	-11	5	9	-4	-21
Cc1sc2nc(CSCC(=O)Nc3ccc(N4CCOCC4)cc3)[nH]c(=O)c2c1C	10	-4	-9	-22	6	13	-8	3	17	-8	10
CC(NC(=O)c1cccc(S(=O)(=O)N(C)C)c1)C1CC2CCC1C2 (stereo not drawn)	10	-4	-24	13	14	12	-8	-23	-18	8	-14
